GLP1R inv ag: GLP-1 receptor (human) inverse agonism; P43220; HEK293 GLP-1R CRE-luciferase, luminescence, 24 h; GLP-1R form is constitutively active; Potency, µM (doses to about 38.3 µM), for the others: at the top dose activity change, negative = inhibition, hits mostly inhibitors; hit rate 1.6% among 410,000; also: % is scaled to controls: 0 for no effect and ±100 for the full control effect; nearly all actives have a fitted effect of over 55% in size
Target sequence (P43220 whole entry, looked up): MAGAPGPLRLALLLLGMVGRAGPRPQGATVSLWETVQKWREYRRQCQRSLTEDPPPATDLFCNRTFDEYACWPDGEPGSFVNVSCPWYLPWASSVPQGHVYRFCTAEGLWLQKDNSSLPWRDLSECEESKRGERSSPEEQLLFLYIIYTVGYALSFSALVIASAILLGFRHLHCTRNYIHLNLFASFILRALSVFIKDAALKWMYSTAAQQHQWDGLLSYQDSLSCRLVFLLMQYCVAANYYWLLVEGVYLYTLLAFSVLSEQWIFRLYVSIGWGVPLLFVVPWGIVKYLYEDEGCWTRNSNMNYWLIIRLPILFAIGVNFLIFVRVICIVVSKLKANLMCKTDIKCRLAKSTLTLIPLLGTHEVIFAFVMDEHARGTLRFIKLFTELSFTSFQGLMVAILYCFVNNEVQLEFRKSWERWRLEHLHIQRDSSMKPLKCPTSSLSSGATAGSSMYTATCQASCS
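qHTS in 1536-well format: reporter HEK293 cells expressing constitutive GLP-1R activity in DMEM + 10% Nu serum, 24 hr with compounds at 37 deg C, luminescence read after 12 min with detection reagent.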
KB-V1 MDR tox: KB-V1 MDR subline cytotoxicity | KB-V1 MDR cells viability, CellTiter-Glo, 72 h | Potency, µM (top dose mostly 46.1 µM), inactives show at the highest dose activity change, negative = cytotoxicity, hits mostly cytotoxic | hit rate 3.4% among 400,000; also: % is scaled to controls: 0 for no effect and ±100 for the full control effect; nearly all actives have a fitted effect of over 60% in size
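Drug-selected KB-V1 cells, grown in DMEM lacking phenol red with 10% FBS, receive compound titrations; after three days at 37 degrees C, surviving cell ATP is quantified by CellTiter-Glo luminescence and responses normalized and curve-fitted.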
TDP43 rescue: inhibitors of TDP-43 toxicity in yeast | Potency, µM (doses to about 46.1 µM), inactives show at the highest dose growth rescue (activation), hits mostly activators | hit rate 1.8% among 410,000 | TDP-43 expressing yeast growth rescue, BacTiter-Glo, 24 h; also: % of control where 0% means no effect; nearly all actives have a fitted effect of over 50% in size
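In this qHTS, compounds that restore growth of yeast expressing TDP-43 appear as activators. Cells (OD600=0.02, galactose medium, raffinose-pregrown) are incubated with compound 24 hr at 30 deg C and growth is quantified by BacTiter-Glo.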
HEK293 tox: cytotoxic in the GLP-1 receptor inverse agonist counter-screen | HEK293 cAMP-luciferase reporter cells, luminescence, 24 h | Potency, µM (doses to about 38.3 µM), inactives show top-dose activity change, negative = inhibition, hits mostly inhibitors | hit rate 0.13% among 410,000 | AID 624418;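 also: loss of luciferase light is scored as toxicity; % is scaled to controls: 0 for no effect and ±100 for the full control effect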
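MLSMR compounds, 24 hr on cells at 37 deg C/5% CO2; luminescence after luciferase reagent (12 min RT). Inhibition counted as the undesired cytotoxic outcome.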
KB-3-1 tox: kills parental KB-3-1 adenocarcinoma cells; KB-3-1 viability, CellTiter-Glo ATP luminescence, 72 h; Potency, µM (top dose mostly 46.1 µM), for the others: top-dose activity change, negative = cytotoxic, actives largely listed as cytotoxic; hit rate 1.4% among 400,000; also: % is scaled to controls: 0 for no effect and ±100 for the full control effect; nearly all actives have a fitted effect of over 60% in size
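KB-3-1 parental drug-naive adenocarcinoma cells in DMEM/10% FBS, incubated 72 h at 37 C with pin-transferred compounds across a concentration series. Viability by CellTiter-Glo luminescence; concentration-response curves fitted after normalization.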
HT1080-NT tox: kills 2HG-producing HT-1080-NT fibrosarcoma cells | hit rate 1.6% among 360,000 | Potency, µM (highest dose often 46.1 µM), for inactives: at the highest dose activity, negative = less viability, hits mostly cytotoxic | HT-1080-NT fibrosarcoma viability, CellTiter-Glo ATP luminescence, 48 h;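 also: NT is the 2HG producing partner of a matched IDH1 knockdown line; 0% = DMSO-treated cells and -100% = media-only wells without cells; nearly all actives have a fitted effect of over 55% in size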
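HT-1080-NT; 750 cells/well; 5% FBS RPMI; 48 h compound, 37 degrees C; CellTiter-Glo luminescence; curve fitting and curve-class assignment.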
HT1080 IDH1KD tx: kills HT-1080 cells with IDH1 knockdown; HT-1080 IDH1 knockdown viability, ATP luminescence, 48 h; Potency, µM (series often up to 46.1 µM), inactives show at the top dose activity, negative = toxicity, usual class: cytotoxic; hit rate 2% among 360,000; AID 686971;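 also: 0% = DMSO wells and -100% = cell-free medium wells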
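Viability of IDH1-knockdown HT-1080 fibrosarcoma cells was assessed by CellTiter-Glo after 48 h at 37 °C with titrated compound; concentration-effect curves were classified by fit quality and response size.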
SW480 rerep: induces DNA re-replication in SW480 colon adenocarcinoma cells; Potency, µM (doses to about 46.1 µM), without a hit: at the top dose re-replication activation, usual class: activators; hit rate 1.8% among 340,000; SW480 DNA re-replication, Hoechst DNA content imaging, 48 h; AID 624297; also: % of control where 0% means no effect; nearly all actives have a fitted effect of over 55% in size
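Per well, 250 cells were exposed to pinned compound for 48 hr. Nuclear DNA was visualised with Hoechst (40 min, 37 C) and total object intensity recorded by fluorescence scanning.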
GLP1R ag: GLP-1 receptor (human) agonism. HEK293 GLP-1R CRE-luciferase, luminescence, 4-6 h; cells express a hypersensitive GLP-1R form. Potency, µM (highest dose often 45.6 µM), inactives show at the highest dose activation, actives largely listed as activators. hit rate 0.007% among 380,000. AID 624172; also: % of control where 0% means no effect
An asterisk follows results filed as active; ? = inconclusive; . = no result given; [ ] = remark or other dose. Calls follow the shape of the dose curve; as a rule, active = well fitted curve in the direction sought with a large enough effect; inconclusive = small, poorly fitted or top-dose-only effect, or another doubt; inactive = no such curve, though single readings can be large; an effect the other way counts as inactive or inconclusive. Potency is read from the fitted curve at half-maximal effect.

no.	Compound	HT1080 IDH1KD tx	HT1080-NT tox	GLP1R inv ag	TDP43 rescue	HEK293 tox	KB-3-1 tox	KB-V1 MDR tox	SW480 rerep	GLP1R ag
1	CCOc1cc(CNc2ccccc2)cc(Br)c1OCc1ccccc1F	-9%	0%	-36%	0%	-3%	-10%	0%	5%	1%
2	COC(=O)[C@H](C)NC(=O)Nc1ccccc1F	-3%	18%	-16%	-17%	3%	0%	2%	-7%	6%
3	COc1ccc(-c2ccc(-c3cc(=O)oc4cc(OC)c(OC)c(OC)c34)cc2)cc1OC	-12%	-4%	14%	15%	-1%	-34%	?	?	17%
4	O=C(c1ccc(CS(=O)c2ccccc2Cl)o1)N1CCCCCC1 (stereo not given)	11%	19%	2%	0%	-13%	7%	-2%	-3%	8%
5	O=C(CN1C(=O)C2CC=CCC2C1=O)Nc1ccc(S(=O)(=O)Nc2nccs2)cc1 (stereo not given)	14%	23%	-12%	17%	5%	-7%	-2%	-14%	0%
6	CC1CCc2c(sc(NC(=O)c3ccc(Cn4cc([N+](=O)[O-])cn4)o3)c2C#N)C1 (stereo not given)	-10%	-4%	-9%	11%	5%	5%	0%	?	-2%
7	Cc1c(CCC(=O)NCCc2ccc(Cl)cc2)c(=O)oc2c(C)c(O)ccc12	.	.	1%	24%	-17%	-12%	10%	.	.
8	CC(C)C(=O)Nc1cc2c(cc1C(=O)c1ccccc1)OCCO2	-8%	3%	0%	14%	-4%	-9%	-18%	-1%	7%
9	CCOc1cc(C(=S)N2CCCC2)ccc1OC	7%	12%	56%[activator]	8%	8%	11%	0%	-3%	6%
10	CCN(CC)C(=O)C1CCCN(Cc2ccc(F)c(F)c2)C1 (stereo not given)	-2%	3%	4%	-25%	1%	-9%	-10%	-1%	1%
11	COc1ccccc1CNc1ccc(N2CCCCC2)cc1	?	-15%	0%	-24%	-1%	-9%	?	0%	6%
12	CCOC(=O)C1=C(C)NC(C)=C(C(=O)OCC)C1C(=O)OCC(=O)NCCc1ccccc1	1%	-2%	?	4%	-11%	?	-26%	?	7%
13	CCN(CC)CCN(C(=O)c1ccc(S(=O)(=O)N2CCCCC2)cc1)c1nc2cc3c(cc2s1)OCO3	-3%	-18%	?	-24%	-16%	7%	-14%	-1%	4%
14	CN(C)C(=O)c1cccc(-c2cnc3sc(NCc4ccc5c(c4)OCO5)nn23)c1	?	?	?	17%	-4%	0%	-23%	.	7%
15	CCOC(=O)c1sc2cc([N+](=O)[O-])cc(SCCO)c2c1N	-22%	-8%	24%	5%	-16%	16%	10%	?	10%
16	CCOc1ccc(NC(=O)CSc2nnc(-c3ccc(OCC)cc3)o2)cc1	.	.	16%	2%	-21%	6%	?	.	.
17	Cc1ccc(-c2nn(Cc3ccccc3)cc2C(=O)NCC2CCCO2)cc1 (stereo not given)	5%	3%	-21%	21%	14%	2%	-23%	36%	1%
18	CCOC(=O)c1c(NC(=O)Cn2cnc([N+](=O)[O-])n2)sc2c1CCCC2	-21%	-16%	31%[activator]	7%	8%	-4%	-8%	-1%	9%
19	COc1ccc(NC(=O)C(c2ccccc2F)n2c(=O)c(-c3cc4ccccc4[nH]3)nc3ccccc32)cc1 (stereo not given)	?	?	?	35%	.	-28%	-17%	.	.
20	NC(=O)[C@@H]1CCCCNc2c(F)cc([N+](=O)[O-])cc2C(=O)N[C@@H](CC(=O)O)C(=O)NCC(=O)N1	2%	3%	21%	7%	-9%	0%	0%	-42%[inhibitor]	-2%
21	O=C(Cc1coc2ccc3ccccc3c12)N1CCc2ccccc21	1%	?	?	1%	6%	3%	-12%	4%	-7%
22	Cc1nnc(NCc2ccco2)c2ccccc12	0%	0%	5%	-9%	14%	5%	1%	1%[9.22 µM]	17%
23	CCO[C@H]1OC(C(=O)NCc2nc3ccccc3[nH]2)=C[C@@H](c2cn(C(C)=O)c3ccccc23)[C@@H]1CCCO	-9%	-9%	-45%	2%	0%	0%	7%	6%	-7%
24	O=C(CCC1CCCC1)N1CCN(S(=O)(=O)Cc2ccccc2)CC1	-14%	-5%	?	24%	-6%	6%	?	-7%	-2%
25	O=C(C1CCCN(Cc2ccccc2C(F)(F)F)C1)N1CCCCC1 (stereo not given)	0%	12%	?	-11%	-6%	-5%	5%	-3%	-2%
26	CCCC[C@@H]1CNCCN1CCc1cccc2ccccc12	-14%	-14%	-29%	-10%	12%	0%	-12%	?	16%
27	O=C1CSC(=O)N1CC(O)COc1ccc(Cl)cc1 (stereo not given)	15%	-1%	6%	-1%	24%	-8%	-12%	-5%	0%
28	O=C(CN1CCCCC1)Nc1ccccc1	-1%	6%	5%	10%	6%	19%	?	0%	-4%
29	CC(=O)Nc1cc2c(cc1Cl)-c1ccccc1C2	3%	0%	-1%	10%	4%	-9%	?	18%	20%
30	Cc1ccc2c(c1)S(=O)(=O)N(C)C(c1ccccc1)=C2	10%	2%	-28%	0%	0%	-6%	4%	-3%	0%
31	Cc1cc(NC(=O)C(C)SCC(=O)OCC(=O)Nc2c(C)cccc2C(C)C)no1 (stereo not given)	-5%	2%	21%	0%	-21%	1%	-3%	-4%	2%
32	COc1ccc(OCCCC(=O)Oc2ccc(OC)cc2)cc1	-2%	?	9%	-23%	-2%	-4%	8%	-2%	-1%
33	COCCNS(=O)(=O)c1ccc(-c2ccc(C)cc2)cc1	?	-1%[9.24 µM]	8%	-25%	-19%	?	-8%	2%	-1%
34	O=C(CCCCCNC(=O)c1ccccc1)C[N+](=O)[O-]	11%	28%	-1%[0.307 µM]	2%	-5%[0.307 µM]	6%	9%	-1%	-2%
35	Cc1cc(C(=O)CN2CCC(C)CC2)c(C)n1-c1ccccc1F	-8%	-2%	?	-10%	-32%	-28%	-11%	-2%	-14%
36	O=c1cc(CSc2nnc(COc3cccc4ccccc34)o2)c2ccccc2[nH]1	-8%	2%	8%	-10%	27%	-1%	-25%	19%	0%
37	COc1ccccc1N1CCN(C(=O)CSc2ncnc3c2cnn3-c2ccc(C)c(C)c2)CC1	12%	3%	16%	5%	5%	1%	20%	-9%	0%
38	Cc1cc(NCCCN(C)C)n2c(nc3ccccc32)c1C#N	10%	3%	11%	7%	26%	?	-18%	20%	0%
39	COc1cc(C(=O)NCc2ccccn2)ccc1OCc1c(C)noc1C	1%	0%	0%	3%	-2%	1%	9%	-6%	1%
40	COc1cc(C(=O)N/C(=C\c2cn(C)c3ccccc23)C(=O)NCCCN2CCOCC2)cc(OC)c1OC	-1%	2%	-4%	?	-14%	25%	-9%	?	4%
41	COc1ccccc1C(=O)NCCC(=O)NCc1ccncc1	3%	6%	8%	0%	0%	0%	-26%	-5%	-3%
42	CC1=C(c2ccc(C)cc2)S(=O)(=O)N(Cc2ccc(C(=O)Nc3ccc(F)cc3C)cc2)C1=O	.	.	-18%	14%	-25%	?	?	.	.
43	COc1cc(-c2noc(-c3ccc(N(C)C)c([N+](=O)[O-])c3)n2)cc(OC)c1OC	.	.	3%	13%	-3%	9%	14%	.	.
44	CC(C)N1CCN(Cc2ccc(C#CCCO)cc2)CC1CCO (stereo not given)	-1%	-2%	8%	0%	7%	2%	-1%	2%	-6%
45	CSc1sc(C(=O)O)c2c1C(=O)CC(C)(C)C2	.	.	.	.	.	0%	3%	11%	0%
46	CN(Cc1cnc2nc(N)nc(N)c2n1)c1ccc(C(=O)NC(CCC(=O)O)C(=O)O)cc1C(F)(F)F (stereo not given)	0.15µM*	?	-4%	0%	29%	0.013µM*	?	11%	-3%

Bioassay records deposited in PubChem by National Center for Advancing Translational Sciences (NCATS).
